Screens (PubChem)
GLS inh = qHTS for Inhibitors of Glutaminase (GLS). Glutaminase kidney isoform, mitochondrial (Homo sapiens), O94925. GLS enzymatic activity, qHTS titration. Potency, µM (highest dose often 45.5 µM), for inactives: top-dose activity change, negative = inhibition, most hits filed as inhibitors. actives 0.21% (n = 410,000). AID 624170, 2012; note: % is set by controls: 0 for no effect and ±100 for the full control effect
Target sequence (O94925 whole entry, looked up, canonical isoform): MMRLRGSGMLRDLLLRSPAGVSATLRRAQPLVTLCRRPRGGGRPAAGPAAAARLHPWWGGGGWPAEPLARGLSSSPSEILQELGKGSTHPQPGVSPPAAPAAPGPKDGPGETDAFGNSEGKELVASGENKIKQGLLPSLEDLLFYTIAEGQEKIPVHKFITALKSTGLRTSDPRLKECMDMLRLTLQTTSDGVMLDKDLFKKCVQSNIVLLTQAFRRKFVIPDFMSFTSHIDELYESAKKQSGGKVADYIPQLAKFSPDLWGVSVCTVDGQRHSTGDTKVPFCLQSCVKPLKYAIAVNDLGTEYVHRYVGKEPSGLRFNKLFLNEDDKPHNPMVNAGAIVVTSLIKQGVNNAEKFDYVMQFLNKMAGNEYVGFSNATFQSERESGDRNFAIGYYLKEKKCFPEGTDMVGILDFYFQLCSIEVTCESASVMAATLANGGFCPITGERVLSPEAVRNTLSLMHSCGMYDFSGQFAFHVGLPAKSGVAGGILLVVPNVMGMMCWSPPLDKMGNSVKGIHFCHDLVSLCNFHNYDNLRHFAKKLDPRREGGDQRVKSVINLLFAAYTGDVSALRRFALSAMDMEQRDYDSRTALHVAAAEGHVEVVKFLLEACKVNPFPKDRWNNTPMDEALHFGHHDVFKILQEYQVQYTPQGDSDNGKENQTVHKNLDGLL
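Assay buffer: 45 mM KH2PO4 pH 8.2, 0.02% Tween-20. hKGA acts on L-glutamine (1 mM solution added); product glutamate is reported by an oxidase/peroxidase Amplex Red coupling, with fluorescence taken at baseline and 30 min.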
JMJD2A Tudor = qHTS Assay for Inhibitors of JMJD2A-Tudor Domain; Lysine-specific demethylase 4A (Homo sapiens), O75164; AlphaScreen JMJD2A-Tudor / H3K4me3 peptide binding; Potency, µM (highest dose often 114 µM), for inactives: at the top dose activity change, negative = inhibition, hits mostly inhibitors; actives 4.4% (n = 390,000); note: % is set by controls: 0 for no effect and ±100 for the full control effect; nearly all actives have a fitted effect of over 50% in size
G9a inh = qHTS Assay for Inhibitors of Histone Lysine Methyltransferase G9a. G9a H3K9 monomethylation, AlphaScreen, 2 h. Histone-lysine N-methyltransferase EHMT2 (Homo sapiens), Q96KQ7. actives 8.8% (n = 350,000). Potency, µM (highest dose often 102 µM), inactives show top-dose activity, negative = inhibition, actives largely listed as inhibitors; note: % is set by controls: 0 for no effect and ±100 for the full control effect; nearly all actives have a fitted effect of over 75% in size
Target sequence (Q96KQ7 913-1193 limits assumed): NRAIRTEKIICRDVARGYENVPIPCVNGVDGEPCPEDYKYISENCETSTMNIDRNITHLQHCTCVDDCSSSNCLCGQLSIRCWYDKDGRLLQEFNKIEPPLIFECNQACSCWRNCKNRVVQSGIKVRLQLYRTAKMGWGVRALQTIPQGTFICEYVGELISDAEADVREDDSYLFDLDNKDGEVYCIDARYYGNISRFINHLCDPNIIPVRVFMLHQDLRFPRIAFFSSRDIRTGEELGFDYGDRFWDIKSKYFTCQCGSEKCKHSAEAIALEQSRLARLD
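AlphaScreen detection with an anti-monomethyl H3K9 antibody quantified product after a 2 h room-temperature reaction containing 500 nM biotinylated H3K9 peptide, 20 µM SAM and 20 nM enzyme, which had been preincubated 15 min with compound.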
BAZ2B inh = qHTS Assay for Inhibitors of BAZ2B; Bromodomain adjacent to zinc finger domain protein 2B (Homo sapiens), Q9UIF8; AlphaScreen BAZ2B-H3K14Ac peptide displacement; Potency, µM (series often up to 114 µM), inactives show top-dose activity change, negative = inhibition, most hits filed as inhibitors; actives 4.4% (n = 360,000); AID 504333, 2011; note: % is set by controls: 0 for no effect and ±100 for the full control effect; nearly all actives have a fitted effect of over 60% in size
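Multi-concentration screen (max 110 uM) measuring displacement of acetylated histone H3 peptide from BAZ2B by AlphaScreen, using 50 nM protein, 50 nM peptide and 10 ug/mL streptavidin donor plus Ni-chelate acceptor beads.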
HP1b chromo inh = HTS for Inhibitors of HP1-beta Chromodomain Interactions with Methylated Histone Tails. AlphaScreen HP1-beta / biotin-H3K9me3 peptide binding. Potency, µM (top dose mostly 114 µM), for inactives: at the top dose activity change, negative = inhibition, hits mostly inhibitors. actives 0.56% (n = 390,000). AID 540317, 2011; note: nearly all actives have a fitted effect of over 70% in size; inactives centre near 23
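AlphaScreen: HP1-beta (50 nM) preformed 30 min with biotin-H3(1-18)K9me3 peptide (50 nM) in PBS pH 7.4, 0.01% Tween-20. Compound added for 30 min at RT, then streptavidin donor/nickel chelate acceptor beads (10 ug/mL) for 30 min.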
Pin1 inh = qHTS Assay to Find Inhibitors of Pin1 | Pin1 FP peptide displacement, HiFluor488, 10 min | Potency, µM (highest dose often 115 µM), for inactives: at the top dose activity, negative = inhibition, actives largely listed as inhibitors | actives 0.009% (n = 390,000) | AID 504891, 2011; active = well fitted inhibition curve with a large enough effect in the polarisation, with a control signal flat, not every such curve was filed as active; inconclusive = small, poorly fitted or top-dose-only effect, or effect the other way, or a change in a side signal; inactive = no such curve, though single readings can be large or run the other way; the % refers to the polarisation; note: % is set by controls: 0 for no effect and ±100 for the full control effect
Target sequence (Q13526 whole entry, looked up): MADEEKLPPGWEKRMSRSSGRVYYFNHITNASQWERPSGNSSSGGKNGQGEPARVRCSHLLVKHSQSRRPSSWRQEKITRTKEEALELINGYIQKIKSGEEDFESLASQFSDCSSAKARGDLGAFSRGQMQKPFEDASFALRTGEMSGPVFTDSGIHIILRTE
Pol iota inh = qHTS for Inhibitors of Polymerase Iota; DNA polymerase iota (Homo sapiens), Q9UNA4; Pol iota fluorescent replication assay, 10 min; Potency, µM (titrated, usually from 115 µM), for inactives: at the top dose activity, negative = inhibition, hits mostly inhibitors; actives 1% (n = 390,000); AID 588590, 2011
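Pol iota at 10 nM preincubated 15 min with compounds at room temperature; reaction started with fluorescent substrate, 50 nM final. Fluorescence read kinetically at 0 and 10 min; buffer-only wells as negative control.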
BLM inh = qHTS Assay for Inhibitors of Bloom's syndrome helicase (BLM); Potency, µM (top dose mostly 56.1 µM), inactives show at the top dose activity change, negative = inhibition, actives largely listed as inhibitors; recombinant BLM DNA unwinding, fluorescence dequenching; RecQ-like DNA helicase BLM (Homo sapiens), P54132; actives 0.2% (n = 350,000);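 note: plate controls were vehicle for no effect and no enzyme for full effect; nearly all actives have a fitted effect of over 35% in size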
PGK inhibitor = qHTS Assay to Find Inhibitors of Phosphoglycerate Kinase; PGK/GAPDH coupled, Kinase-Glo luminescence, 60 min; Potency, µM (highest dose often 57.5 µM), inactives show top-dose activity change, negative = inhibition, usual class: inhibitors; actives 0.043% (n = 380,000); AID 602233, 2012; note: % is set by controls: 0 for no effect and ±100 for the full control effect; nearly all actives have a fitted effect of over 60% in size
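Recombinant glycosomal PGK reaction used 1,3-bisphosphoglycerate generated in-well by GAPDH (100nM final) in 100mM TEA pH 7.6, 5mM MgCl2, 0.01% Tween-20. After 60 minutes at room temperature, ATP was read by Kinase-Glo Plus luminescence end-point.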
* marks the source's active call; other numbers are inactive results; i = inactive; ? = inconclusive; / = no result given; & = joins results of further samples; [ ] = dose if it differs, or a comment. Unless noted, calls come from the whole dose curve; as a rule, active = well fitted curve in the direction sought with a large enough effect; inconclusive = small, poorly fitted or top-dose-only effect, or another doubt; inactive = no such curve, though single readings can be large; an effect the other way counts as inactive or inconclusive. Potency is the fitted concentration of half-maximal effect. Some of the compounds tested, so the mix of outcomes need not match the whole.

Below each SMILES – GLS inh | JMJD2A Tudor | G9a inh | BAZ2B inh | HP1b chromo inh | Pin1 inh | Pol iota inh | BLM inh | PGK inhibitor
1	COc1ccccc1C1CCN(C(=O)C2CCCCC2)CC1
  1% | 7% | 27% | -2% | 35% | 0% | ? | -6% | /
2	Cc1ccc2cc(CCNC(=O)C(=O)c3c(C)[nH]c4ccccc34)c(=O)[nH]c2c1
  1% | -17% | -4% | -14% | 23% | ? | 15% | 3% | 0%
3	Cc1ccc(S(=O)(=O)N2CCC(C(=O)N[C@@H](C)C(=O)NCCc3ccccc3)CC2)cc1
  19% | -13% | 16% | 22% | 9% | 2% | 29% | -1% | -2%
4	O=C(Cc1ccc(NC(=O)C2CCN(C(=O)c3ccccc3)CC2)cc1)Nc1cccc(C(=O)N2CCCC2)c1
  2% | 3% | / | / | 42%[activator] | 0% | 18% | / | -6%
5	CC(C)CNC(=O)C1Nc2ccc(OC(F)(F)F)cc2C2C=CCC12 (configuration not stated)
  -5% | ? | / | / | 2% | ? | ? | / | -5%
6	COc1c(S(=O)(=O)N2CCN(C(=O)c3ccco3)CC2)ccc(Cl)c1Cl
  0% | -13% | / | -26% | 38% | -7% | -10% | -1% | -15%
7	Cc1cc(NS(=O)(=O)c2ccc(NC(=S)NC(=O)c3ccc(C(C)(C)C)cc3)cc2)no1
  13% | ? | ? | ? | -29% | ? | 31%[activator] | -2% | -12%
8	COc1cccc(/C=C/c2ccc3ccccc3n2)c1OC(C)=O
  -1% | 1%[11.4 µM] | 19% | 24% | 46%[activator] | 1% | 83%[activator] | -12% | 9%
9	O=S(=O)(c1ccccc1)N1CCC(=NO)CC1
  2% | -7% | 8% | -3% | 15% | -2% | 61%[activator] | -7% | -1%
10	Cc1ccc(S(=O)(=O)N(CC2CO2)c2cccc([N+](=O)[O-])c2)cc1 (configuration not stated)
  0% | -22% | 0% | -4% | 15% | -11% | 8% | 1% | -3%
11	Cc1cc(C)cc(C(=O)NCC(=O)NCCc2c[nH]c3ccccc23)c1
  0% | -18% | -9% | -25% | -11% | 0% | 57%[activator] | -8% | -4%
12	CCOC(=O)C1=C(C)n2c(s/c(=C/c3cccc([N+](=O)[O-])c3)c2=O)=NC1c1ccc(O)c(OC)c1 (configuration not stated)
  -1% | ? | ? | ? | ? | 35%[activator] | ? | -4% | -1%
13	COc1ccnc(Oc2ccccc2)c1-c1ncn[nH]1
  11% | -9% | 3% | 1% | 25% | -10% | 43%[activator] | -2% | i
14	Cc1ccc(S(=O)(=O)N2CCCC(C(=O)N3CCN(c4ccccc4)CC3)C2)cc1 (configuration not stated)
  14% | -23% | -1% | -33% | 5% | -17% | -6% | -5% | 1%
15	CCOc1ccc(C2CC(c3cccc(OC)c3OC)n3nnnc3N2)cc1Cl (configuration not stated)
  -4% | -13% | 1%[12.7 µM] | -34% | 13% | -1% | ? | -10% | 0%
16	CN1CCN(Cc2nnc(-c3ccccc3)o2)CC1
  -1% | -2% | -1% | 5% | 52%[activator] | -12% | 11% | -1% | /
17	CCC(c1nnc(SCC(=O)Nc2cccc(S(N)(=O)=O)c2)n1Cc1ccccc1)N(C)C (configuration not stated)
  -1% | -22% | 11%[12.7 µM] | -3% | 31% | 4% | 30%[activator] | -3% | -8%
18	CCSc1nnc2c(n1)OC(c1ccc(C(=O)O)cc1)N(C(C)=O)c1ccccc1-2 (configuration not stated)
  9% | -4% | ? | 7% | 91%[activator] | -1% | 10% | 1% | -7%
19	CCOC(=O)c1cccc(NC(=O)C(NS(=O)(=O)c2ccc3c(c2)CCN3C(C)=O)C(C)C)c1 (configuration not stated)
  -9% | -14% | -2%[12.7 µM] | -5% | 25% | 3% | -3% | -2% | i
20	O=C(Nc1ccc(C(F)(F)F)cc1)C1CCCN(c2cnccn2)C1 (configuration not stated)
  -5% | -20% | -5%[59 µM] | -18% | 23% | -4% | -27% | -3% | i
21	C=CCc1c(C)nc(SC)nc1Nc1ccccc1
  15% | 20%[57.1 µM] | 6%[59 µM] | 47%[activator] | 59%[activator] | 3% | 10% | -3% | -1%
22	CC12CCC(C(=O)Nc3cccc4ccccc34)(C1Br)C2(C)C (configuration not stated)
  10% | -10% | 13% | -11% | 19% | 5% | 26% | -4% | 5%
23	CC(C)NC(=O)C(=O)NCCc1ccc(Cl)cc1
  -1% | -20% | 1.1µM* | 7% | 8% | -4% | 1% | -3% | -2%
24	O=[N+]([O-])c1ccccc1/C=C/CN1CCC(O)CC1
  0% | 8.9µM* | 40µM* | ? | ? | -5% | 23% | -11% | -8%
25	CC1CCC(NC(=O)C(C)N2C(=O)C3CCCCC3C2=O)CC1 (configuration not stated)
  -3% | 5% | 7%[2.33 µM] | 10% | 53%[activator] | -3% | 28% | / | 6%
26	CCCn1c(N2CCN(CC(=O)c3c(C)n(C)c4ccccc34)CC2)nc2c1c(=O)[nH]c(=O)n2C
  7% | -14% | -37% | 1% | 7% | ? | 9% | -6% | -2%
27	COc1ccc(-c2noc(CC(=O)Nc3ccc(Br)cc3C)n2)cc1
  0% | -9% | 0%[59 µM] | -27% | 38% | 13% | 24% | 0% | 0%
28	Cc1ccc(SCC(=O)Nc2ccccc2C(=O)N2CCOCC2)cc1
  4% | 1% | ? | -2% | 25% | 1% | 20% | 4% | -1%
29	CN1CCOc2cc(S(=O)(=O)Nc3ccc(F)cc3)ccc21
  22% | -24% | -7%[2.33 µM] | -11% | 9% | -1% | 6% | -1% | -10%
30	Cc1ccc(NC(=O)c2ccc(S(=O)(=O)N3CCOCC3)cc2)cc1
  11% | -12% | 22% | -6% | 4% | -2% | 10% | -5% | 2%
31	COc1ccc(C(=O)Nc2ccc(S(=O)(=O)N3CCCCC3)cc2)cc1OC
  -3% | 79µM* | -11%[59 µM] | -10% | ? | -1% | 2% | -3% | -1%
32	COc1ccc(/C=C/C(=O)C2CC2)cc1COc1c(C)cccc1C
  -3% | 1% | 50%[59 µM] | 21% | 20% | -4% | 102%[activator] | -4% | -10%
33	Cc1cc(Br)ccc1NC(=O)CNC(=O)CN(C)C1CCS(=O)(=O)C1 (configuration not stated)
  8% | -5% | -3% | -2% | 21% | -7% | 55%[activator] | / | 7%
34	COc1ccc(-c2csc(C3=C(O)CN(Cc4ccc(S(N)(=O)=O)cc4)C3=N)n2)cc1OC
  9% | -16% | -1%[59 µM] | -3% | 18% | 24% | -2% | 1% | -16%
35	Cc1sc2c(c1C)c(=O)n(-c1cccc(C(F)(F)F)c1)c(=O)n2Cc1ccccc1C#N
  -5% | -14% | 24%[59 µM] | 33%[activator] | 50%[activator] | 0% | 15% | -3% | /
36	N#Cc1ccc(S(=O)(=O)NC2CC2)cc1
  13% | -7% | 7.9µM* | ? | 32% | 12% | 24% | -7% | -12%
37	C[C@@H]1CN(Cc2nc(Cc3ccccc3F)no2)C[C@H](C)O1
  -17% | 3% | ? | -21% | 51%[activator] | -4% | 82%[activator] | -2% | -10%
38	CN(c1ccc(C(=O)NC2CCCCC2)cc1)S(=O)(=O)c1ccccc1
  -3% | 4% | / | / | 44% | -3% | 7% | / | 0%
39	Cc1cccc2cc(CN(Cc3cccnc3)C(=S)NCCCN(C)C)c(=O)[nH]c12
  ? | 13µM* | ? | ? | -2% | 2% | 3% | -10% | -3%
40	COc1ccc(-c2cc3nc(C)n(N)c(=O)c3s2)cc1
  -2% | -18% | 8% | -2% | 21% | 17% | 10% | -3% | 4.5µM*
41	O=C(CCNC(=O)c1ccc(Br)cc1)NCc1cccnc1
  13% | 1% | 30%[2.33 µM] | 26% | 25% | 0% | 15% | / | 2%
42	Cc1noc(C)c1COc1ccccc1C(=O)N(C)Cc1ccco1
  11% | -8% | -7%[59 µM] | 4% | 40%[activator] | -1% | 13% | / | i
43	COc1ccc(NC(=O)CN(C)S(=O)(=O)c2ccc3c(c2)CCCN3C(C)=O)cc1
  9%&3% | -9%&-6% | -9% | -2%[57.1 µM] | 27%&-8% | 3%&3% | 30%&-3% | 3%&-2% | -6%&-9%

8 of these compounds in another layout:
| nr | mol | GLS inh | JMJD2A Tudor | G9a inh | BAZ2B inh | HP1b chromo inh | Pin1 inh | Pol iota inh | BLM inh | PGK inhibitor |
| --- | --- | --- | --- | --- | --- | --- | --- | --- | --- | --- |
| 30 | Cc1ccc(NC(=O)c2ccc(S(=O)(=O)N3CCOCC3)cc2)cc1 | 11% | -12% | 22% | -6% | 4% | -2% | 10% | -5% | 2% |
| 31 | COc1ccc(C(=O)Nc2ccc(S(=O)(=O)N3CCCCC3)cc2)cc1OC | -3% | 79µM* | -11%[59 µM] | -10% | ? | -1% | 2% | -3% | -1% |
| 32 | COc1ccc(/C=C/C(=O)C2CC2)cc1COc1c(C)cccc1C | -3% | 1% | 50%[59 µM] | 21% | 20% | -4% | 102%[activator] | -4% | -10% |
| 33 | Cc1cc(Br)ccc1NC(=O)CNC(=O)CN(C)C1CCS(=O)(=O)C1 (configuration not stated) | 8% | -5% | -3% | -2% | 21% | -7% | 55%[activator] | / | 7% |
| 34 | COc1ccc(-c2csc(C3=C(O)CN(Cc4ccc(S(N)(=O)=O)cc4)C3=N)n2)cc1OC | 9% | -16% | -1%[59 µM] | -3% | 18% | 24% | -2% | 1% | -16% |
| 35 | Cc1sc2c(c1C)c(=O)n(-c1cccc(C(F)(F)F)c1)c(=O)n2Cc1ccccc1C#N | -5% | -14% | 24%[59 µM] | 33%[activator] | 50%[activator] | 0% | 15% | -3% | / |
| 36 | N#Cc1ccc(S(=O)(=O)NC2CC2)cc1 | 13% | -7% | 7.9µM* | ? | 32% | 12% | 24% | -7% | -12% |
| 37 | C[C@@H]1CN(Cc2nc(Cc3ccccc3F)no2)C[C@H](C)O1 | -17% | 3% | ? | -21% | 51%[activator] | -4% | 82%[activator] | -2% | -10% |
